# TPT1 inhibitor: blocks Candida albicans tRNA 2'-phosphotransferase. recombinant caTPT1, FP RNA substrate dephosphorylation. AID 1962. 0.81% of 300,000 active. inhibition, % at 5 µM;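 active = inhibition above the mean of all tested compounds plus 3 SD, set per screening campaign, cut at about 24% in these data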;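 also: plate controls were DMSO alone for no effect and ferristatin control at 100 nM for full effect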
# PME-1 inh: blocks human protein phosphatase methylesterase 1. Q9Y570. recombinant PME-1, FP-Rh probe fluorescence polarization. inhibition, % at 5.9 µM. 0.53% of 320,000 active. AID 2130;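 active = inhibition above the campaign mean of all compounds plus 3 SD, cut at about 26% in these data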;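 also: competitive labeling of PME-1 active site by serine hydrolase directed probe; 0% = PME-1 with DMSO and 100% = wells lacking PME-1 enzyme; inhibitors block probe labeling so polarization falls and inhibition rises; many of its hits are not listed in these tables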
# Fam108B counter: Fam108B inhibition, counter-screen for RBBP9 inhibitors | inhibition, % at 9.51 µM | AID 1947 | 0.33% of 300,000 active | recombinant Fam108B, FP-Rh probe fluorescence polarization;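 active = inhibition above the screen mean inhibition plus 3 SD, computed separately per campaign, cut at about 18% in these data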;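 also: inhibitors lower polarization as less probe binds the enzyme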
# MEX-5 binding: C. elegans MEX-5 TCR-2 RNA binding activity; Q9XUB2; activity score (negative = inhibition of binding), % at 10 µM; MEX-5/FITC-TCR2 RNA binding, fluorescence polarization; stronger effect = lower value; 0.38% of 300,000 active;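 active = inhibition past about -25% in most replicates, and total fluorescence under double the plate's negative control median, limit read from the data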;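 also: 0% = DMSO and -100% = 5 µM competing unlabeled TCR2 RNA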
# Bcl-xL primary: Bcl-xL (human) inhibition; Q07817; GST-Bcl-xL / FITC-Bim BH3 peptide fluorescence polarization; inhibition, % at 10.9 µM; 0.7% of 320,000 active;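 active = inhibition above the mean of all tested compounds plus 3 SD, cutoff set per campaign, cut at about 30% in these data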;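 also: 0% = DMSO wells and 100% = unlabeled Bim-BH3 peptide competitor; inhibitors lower millipolarization by displacing the labeled peptide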
# MCL1 BIM primary: disrupts human MCL1 binding to BIM-BH3 peptide | AID 2057 | inhibition, % at 10.9 µM | GST-MCL1 / FITC-Bim-BH3 fluorescence polarization | Q07820 | 0.68% of 320,000 active;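 active = inhibition above the mean inhibition of all tested compounds plus 3 SD, set per campaign, cut at about 40% in these data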;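 also: 0% = DMSO wells and 100% = unlabeled Bim-BH3 peptide control; higher means more loss of mP so more displacement of Bim peptide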
# GSTO1 counter: blocks human GSTO1 in RBBP9 counter-screen | P78417 | recombinant GSTO1, activity-based probe fluorescence polarization | inhibition, % at 5.96 µM | 1.1% of 300,000 active;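 active = inhibition above the campaign mean inhibition plus 3 SD, cut at about 35% in these data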;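 also: 0% = GSTO1-1 with DMSO and 100% = wells lacking GSTO1-1 enzyme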
# Target sequence (P78417 whole entry, looked up): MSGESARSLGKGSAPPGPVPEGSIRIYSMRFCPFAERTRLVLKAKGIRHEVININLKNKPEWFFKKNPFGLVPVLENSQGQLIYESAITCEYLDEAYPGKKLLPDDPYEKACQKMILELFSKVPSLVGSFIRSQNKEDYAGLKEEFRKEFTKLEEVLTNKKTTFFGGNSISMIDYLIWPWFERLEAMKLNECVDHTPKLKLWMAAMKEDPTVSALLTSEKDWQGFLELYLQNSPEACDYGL
# PAD4 inh: PAD4 (human) enzyme inhibition; AID 485272; recombinant PAD4, RCA probe fluorescence polarization; 0.41% of 330,000 active; Q9UM07; inhibition, % at 6.36 µM;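 active = percent inhibition above a cutoff equal to the mean of all tested compounds plus 3 SD, cut at about 15% in these data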;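 also: 0% = PAD4 with RCA probe and DMSO and 100% = probe without PAD4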
# Target sequence (Q9UM07 whole entry, looked up): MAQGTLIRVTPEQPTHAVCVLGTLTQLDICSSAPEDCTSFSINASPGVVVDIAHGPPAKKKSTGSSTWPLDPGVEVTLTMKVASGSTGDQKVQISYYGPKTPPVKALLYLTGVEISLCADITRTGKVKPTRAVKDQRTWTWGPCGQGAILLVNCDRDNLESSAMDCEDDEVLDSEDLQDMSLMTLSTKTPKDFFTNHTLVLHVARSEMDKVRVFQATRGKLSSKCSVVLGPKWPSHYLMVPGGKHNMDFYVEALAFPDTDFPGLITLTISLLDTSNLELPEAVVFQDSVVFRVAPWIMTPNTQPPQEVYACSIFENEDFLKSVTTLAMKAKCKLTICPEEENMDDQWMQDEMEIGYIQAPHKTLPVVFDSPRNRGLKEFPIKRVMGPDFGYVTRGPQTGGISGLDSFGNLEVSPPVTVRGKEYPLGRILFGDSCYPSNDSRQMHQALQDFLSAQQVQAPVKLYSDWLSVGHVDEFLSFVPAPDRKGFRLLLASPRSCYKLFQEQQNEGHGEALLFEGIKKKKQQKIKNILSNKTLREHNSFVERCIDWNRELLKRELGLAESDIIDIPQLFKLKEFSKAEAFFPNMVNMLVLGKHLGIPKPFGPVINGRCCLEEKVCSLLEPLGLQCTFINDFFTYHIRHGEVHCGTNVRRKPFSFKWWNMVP
# GLD-1 RNA inh: GLD-1-TGE RNA interaction inhibition (C. elegans); purified GLD-1 + fluorescein TGE RNA, fluorescence polarization; inhibition, % at 5.96 µM; 0.44% of 320,000 active;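 active = percent inhibition above a per-plate cutoff, the plate mean of test compounds plus 3 SD, cut at about 30% in these data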;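 also: 0% = DMSO wells with GLD-1 and probe and 100% = wells lacking GLD-1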
# An asterisk follows results filed as active; x = not tested or not shown. An excerpt. The share of hits here may be higher or lower than overall.
SMILES,TPT1 inhibitor,PME-1 inh,Fam108B counter,MEX-5 binding,Bcl-xL primary,MCL1 BIM primary,GSTO1 counter,PAD4 inh,GLD-1 RNA inh
Cc1ccc2cc(CCNC(=O)c3ccc(S(=O)(=O)N4CCOCC4)cc3)c(=O)[nH]c2c1,0,-2,4,0.7,2,1,1,2,5
Cc1cc(-c2nnc3n2N=C(c2ccc(F)cc2)CS3)n[nH]1,0,1,0,x,-11,-5,-1,0,8
CC(=O)c1cccc(NC(=O)C(C)OC(=O)c2ccc(Br)o2)c1 (stereo not drawn),x,-1,x,x,-2,-9,x,-3,-1
CC1CCCCN1C(=O)CN1C(=O)CSc2ccc(S(=O)(=O)N3CCOCC3)cc21 (stereo not drawn),0,-4,3,-1.3,4,5,4,-1,4
Cc1cc(C)cc(Nc2ccc3nonc3c2[N+](=O)[O-])c1,2,-2,0,2.5,3,-3,6,-6,3
Fc1ccc(Nc2nc(-c3ccncc3)nc3ccccc23)cc1,-3,-6,-14,-1.5,4,8,4,-2,4
COc1ccc(NC(=O)CCC(=O)Nc2nnc(CC(C)C)s2)cc1Cl,0,0,3,2.7,6,5,-4,3,12
O=C(CCc1ccccc1)N1CCCC(Nc2ccc(F)cc2)C1 (stereo not drawn),-1,4,-4,0.5,-4,-9,5,4,4
CCN(CC(=O)NCc1cccs1)C(=O)c1ccc(S(=O)(=O)N(CC)c2ccccc2)cc1,x,4,x,x,3,-1,x,-3,0
Cn1c(CCNC(=O)c2ccc(F)cc2)nc2ccccc21,0,1,0,2.1,6,13,2,-2,-2
CSC[C@@H]1NC(=S)N(c2ccc(C)cc2)C1=O,-1,60*,31*,-1.0,7,1,15,-14,3
COC(=O)c1ccc(CSc2nnnn2C)o1,2,-9,-3,-1.3,-1,-1,-8,4,-1
COc1ccc(CCNC(=O)c2cccc(C(=O)NCCc3ccc(OC)cc3)n2)cc1,-4,-8,-5,-3.2,5,6,-6,6,2
CCOC(=O)N1CCN(C(=O)CSc2nc(=O)n3cc(C)ccc3n2)CC1,1,0,-1,-0.2,-3,-3,4,2,-3
Cc1cccc([C@@H](NC(=O)OC(C)(C)C)C(=O)OC(C)(C)C)c1,x,2,x,x,0,6,x,-5,3
CCCCN=c1sc(C(=O)OC)cc(=O)n1CCCC,2,2,4,-0.7,-3,10,3,-1,0
CN(C1CCCCC1)S(=O)(=O)c1ccc(NC(=O)Cn2nc(-c3ccc(F)cc3)ccc2=O)cc1,-2,-30,-34,1.6,4,-6,-5,2,1
CCOC(=O)c1c(S(=O)(=O)Nc2cccc(-c3ccno3)c2)c(C)n(C)c1C,0,6,-1,-1.7,6,4,-5,0,-4
N/C(=N\OC(=O)C(c1ccccc1)c1ccccc1)c1ccccn1,-4,-3,2,-0.5,-2,1,2,0,-3
CC(C)(C)NC(=O)N1CCC(CO)(Cc2ccccc2Cl)CC1,1,1,1,0.0,19,3,8,-1,0
Cc1ccccc1NC(=O)C1CCN(C(=O)N2CCOc3ccccc32)CC1,-1,-2,-4,1.3,8,3,-1,0,10
O=C(COC(=O)c1ccc(N2CCCC2=O)cc1)NCc1ccco1,5,7,5,2.5,6,1,-6,4,-6
CCOc1ccc(Cn2nnc(C(=O)NCCc3ccccc3)c2N)cc1,-5,0,-1,-0.2,5,-2,1,3,3
COCCNC(=O)/C(C#N)=C/c1cc(C)n(-c2ccc(C)cc2)c1C,-5,-1,0,-4.8,7,7,-5,3,8
COC/C=C/C1=CC2=CC(=O)C(C)(OC(=O)c3cnc4ccccc4n3)C(=O)C2=CN1CCCOC(C)C (stereo not drawn),-5,2,2,0.0,16,10,22,1,7
COc1cccc(N2CCN(C(=O)C3CCN(S(=O)(=O)c4ccc5c(c4)CC(C)N5C(C)=O)CC3)CC2)c1 (stereo not drawn),-1,-2,-4,-1.7,0,-4,4,-5,4
Cc1ccc[n+](CC(=O)Nc2ccc(Cl)c([N+](=O)[O-])c2)c1,0,-2,-2,-0.7,-3,-2,3,-11,-5
O=C(N/N=C/c1cccc(OC(=O)c2ccc([N+](=O)[O-])cc2)c1)c1cccnc1,-2,1,5,0.7,4,0,10,-3,1
Cc1[nH]n(-c2ncc(-c3ccccc3)s2)c(=O)c1C(c1ccc(Cl)cc1)C(C#N)C#N (stereo not drawn),1,7,12,1.6,12,10,18,-10,0
Cc1c(C(=O)N(Cc2ccco2)Cc2cccs2)oc2ccccc12,x,-4,x,x,3,5,x,-4,2
Cc1ccc2[nH]c(=O)c3cc(C(=O)NCCN4CCN(C)CC4)sc3c2c1,-1,0,0,-2.4,0,4,-1,-2,4
Cc1cccc(/C=N/NC(=O)c2ccc(NC(=O)c3ccccc3Cl)cc2)n1,1,1,2,-2.7,5,2,-1,-6,-2
CCc1ccc(S(=O)(=O)/N=C2\C=C(Nc3cccc(C(=O)O)c3)C(=O)c3ccccc32)cc1,-8,29*,57*,-14,26,17,98*,71*,0
COc1ccc(/C(N)=N/OC(=O)CCc2ccccc2)cc1OC,0,3,1,-1.0,3,4,2,-3,2
COc1cc(C(=O)Nc2ccn(C)n2)ccc1OC(F)F,x,-1,x,x,5,6,x,-3,4
CCOC(=O)CSc1ncnc2c1cnn2-c1ccc(Cl)cc1,1,0,4,-3.1,4,4,4,3,6
Cc1c(Cc2ccc3c(c2)OCO3)sc(NC(=O)c2ccc3ccccc3c2)c1C(N)=O,0,-9,7,-1.3,5,2,-2,0,1
COc1ccc(COC(=O)C2CC(=O)N(Cc3ccc(C)cc3)C2)cc1 (stereo not drawn),-3,2,0,-0.9,0,-10,7,1,-3
O=C(Nc1ccccc1-c1ccccc1)C12CC3CC(CC(C3)C1)C2,-6,0,1,-4.1,0,2,3,-3,-2
Cn1c(=O)c2sccc2n2c(CCCC(=O)NCc3cccnc3)nnc12,1,-6,-1,3.9,-1,-3,9,-9,5

# Ten consecutive compounds from above, quoted:
SMILES,TPT1 inhibitor,PME-1 inh,Fam108B counter,MEX-5 binding,Bcl-xL primary,MCL1 BIM primary,GSTO1 counter,PAD4 inh,GLD-1 RNA inh
Cc1ccc2cc(CCNC(=O)c3ccc(S(=O)(=O)N4CCOCC4)cc3)c(=O)[nH]c2c1,0,-2,4,0.7,2,1,1,2,5
Cc1cc(-c2nnc3n2N=C(c2ccc(F)cc2)CS3)n[nH]1,0,1,0,x,-11,-5,-1,0,8
CC(=O)c1cccc(NC(=O)C(C)OC(=O)c2ccc(Br)o2)c1 (stereo not drawn),x,-1,x,x,-2,-9,x,-3,-1
CC1CCCCN1C(=O)CN1C(=O)CSc2ccc(S(=O)(=O)N3CCOCC3)cc21 (stereo not drawn),0,-4,3,-1.3,4,5,4,-1,4
Cc1cc(C)cc(Nc2ccc3nonc3c2[N+](=O)[O-])c1,2,-2,0,2.5,3,-3,6,-6,3
Fc1ccc(Nc2nc(-c3ccncc3)nc3ccccc23)cc1,-3,-6,-14,-1.5,4,8,4,-2,4
COc1ccc(NC(=O)CCC(=O)Nc2nnc(CC(C)C)s2)cc1Cl,0,0,3,2.7,6,5,-4,3,12
O=C(CCc1ccccc1)N1CCCC(Nc2ccc(F)cc2)C1 (stereo not drawn),-1,4,-4,0.5,-4,-9,5,4,4
CCN(CC(=O)NCc1cccs1)C(=O)c1ccc(S(=O)(=O)N(CC)c2ccccc2)cc1,x,4,x,x,3,-1,x,-3,0
Cn1c(CCNC(=O)c2ccc(F)cc2)nc2ccccc21,0,1,0,2.1,6,13,2,-2,-2

# Next results follow.
SMILES,TPT1 inhibitor,PME-1 inh,Fam108B counter,MEX-5 binding,Bcl-xL primary,MCL1 BIM primary,GSTO1 counter,PAD4 inh,GLD-1 RNA inh
COC(=O)c1ccc(C2c3c(oc4ccccc4c3=O)C(=O)N2CCCN2CCOCC2)cc1 (stereo not drawn),1,2,-3,-0.8,1,-4,0,-5,-4
Cc1ccc(-c2csc(NC(=O)c3ccc(C)o3)n2)cc1,2,-4,-4,2.3,-2,-4,-3,-3,6
O=c1cc(-c2ccc3c(c2)OCO3)oc2ccccc12,3,1,1,0.1,5,7,0,0,8
Cc1cc(C)cc(N(CC(=O)NC2CCCC2)C(=O)C2(C)CC(=O)N=C3C=CC=CN32)c1 (stereo not drawn),0,-8,0,0.6,5,9,1,-2,-5
CC(=O)OCC1=C(C(=O)O)N2C(=O)C(NC(=O)c3ccc(COc4cccc(Cl)c4Cl)o3)C2SC1 (stereo not drawn),1,-16,-11,-3.5,29,51*,-12,-4,-1
CCCCS/C(=C(/C#N)C(N)=O)c1cc2c([nH]1)CCCC2,-1,4,4,-2.9,12,10,10,0,9
Cc1nn(-c2ccccc2)c(N2CCCC2)c1/C=N/NC(=O)c1cc2ccccc2cc1O,4,38*,27*,x,2,-1,-3,3,-7
O=C(Nc1ccc(C(=O)N2CCCCC2)cc1)c1ccc([N+](=O)[O-])cc1,-1,2,2,-1.1,3,3,-2,0,-1
CC(C)C[C@H](NC(=O)NCc1ccc(F)cc1)C(=O)O,-3,1,-1,0.7,1,5,11,-3,0
O=C(Nc1cc(Cl)cc(Cl)c1)c1coc(=O)c(Br)c1,0,2,-3,-14,6,5,5,-3,6
Cc1ccc(-n2ncc3c(=O)n(CC(=O)OCc4ccccc4)cnc32)cc1,-3,2,-3,-0.1,4,6,8,-8,6
O=C(COC(=O)CNC(=O)c1ccccc1F)NC12CC3CC(CC(C3)C1)C2,x,4,x,x,-9,-5,x,6,-1
CN1CCN(C(=O)C2(NC(=O)NCc3ccccc3)CCCCC2)CC1,-1,-5,1,-1.2,-1,2,2,-3,8
Cc1ccc(C(=O)Nc2cccc(S(=O)(=O)N3CCCC3)c2)o1,x,-6,x,x,0,-4,x,0,2
CCOC1(c2ccccc2)OC(=O)c2ccccc21 (stereo not drawn),0,-2,-4,-0.4,7,11,7,-1,-5
Brc1ccc(CNCc2cccs2)cc1,-4,-2,1,-1.6,5,6,6,-5,3
CS(=O)(=O)c1cccc(-c2nnc(NC(=O)CCS(=O)(=O)c3ccccc3)o2)c1,1,4,2,-4.2,3,3,2,-1,2
O=C(O)c1ccc(N/N=C/C=C/c2ccc([N+](=O)[O-])o2)cc1,44*,-11,-12,-1.7,-17,-58,2,5,-8
NC(=S)N/N=C/c1coc2ccc(F)cc2c1=O,4,-2,-3,1.5,-2,-5,-3,-2,-2
COc1ccccc1CC(=O)Nc1ccccc1C(=O)O,-3,0,-1,-2.0,3,3,-3,4,10
OCCOCCNc1ncnc2c1c(-c1ccccc1)cn2-c1ccccc1,-2,8,1,1.9,6,2,-5,-5,1
COC(=O)CSc1nc2sc3c(c2c(=O)n1-c1ccccc1)CCN(C)C3,6,2,1,1.6,5,3,-4,2,3
CCN(CC(=O)Nc1c(F)cccc1F)C(=O)CSCC(=O)Nc1cc(C)on1,0,2,-4,-0.5,5,2,0,0,10
